MsrA inhibitor = bovine MsrA enzyme inhibitors, primary screen, biochemical, absorbance, HTS | purified bovine MsrA, absorbance read-out | inhibition, % at 15.5 µM | 0.75% of 360,000 active | AID 651718, 2012; in the data active means inhibition above about 4.5%;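 further: 0% = vehicle wells with enzyme and 100% = reference inhibitor wells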
SUMO1 PPI mod = modulators of SUMO1 protein-protein interactions, primary screen, biochemical, uHTS; inhibition, % at 20 µM; Small ubiquitin-related modifier 1 (Homo sapiens), P63165; SUMO1 binding to a labelled peptide, TR-FRET, 1 h; 0.33% of 360,000 active; in the data active means inhibition above about 37%
bovine MsrA act = bovine MsrA enzyme activators, primary screen, biochemical, absorbance, HTS; purified bovine MsrA, absorbance read-out; activation, % at 10.6 µM; 0.3% of 360,000 active; AID 602163, 2012; in the data active means activation above about 7.5%;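 further: 0% = vehicle and 100% = reference activator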
LMPTP block = LMPTP phosphatase inhibitors, primary screen, biochemical, fluorescence intensity, uHTS; Low molecular weight phosphotyrosine protein phosphatase (Homo sapiens), P24666; recombinant LMPTP-A, OMFP fluorogenic substrate; AID 651560, 2012; inhibition, % at 20 µM; 0.22% of 360,000 active;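 active means compounds that cut the enzyme signal by at least half of the control window in the single-dose screen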;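 further: plate controls were DMSO wells with enzyme plus substrate for no effect and substrate without enzyme for full effect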
Target sequence (P24666 whole entry, looked up): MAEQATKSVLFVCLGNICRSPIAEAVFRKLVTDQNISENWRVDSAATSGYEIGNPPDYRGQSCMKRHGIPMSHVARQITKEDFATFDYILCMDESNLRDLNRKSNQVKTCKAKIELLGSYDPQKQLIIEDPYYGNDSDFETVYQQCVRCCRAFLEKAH
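test system = LMPTP-A | amount = 0.625 nM LMPTP-A final | reagent = fluorogenic phosphatase substrate OMFP at 400 µM final | incubation = 50 min at room temperature | benchmarks = no-enzyme low control, uninhibited high control | medium = Bis-Tris pH 6.0, DTT, detergent | signal = fluorescence intensity of OMFP turnover product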
Tb MetRS inh = T. brucei MetRS inhibitors, primary screen, biochemical, luminescence. methionyl-tRNA synthetase (Trypanosoma brucei brucei). 0.4% of 360,000 active. purified T. brucei MetRS, ATP depletion, Kinase-Glo luminescence. inhibition, % at 11.9 µM;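 active means inhibition above a per-plate cutoff of the control wells' mean inhibition plus 3 SD, cut at about 5.5% in these data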;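 further: 0% = DMSO wells median and 100% = median of wells with control inhibitor compound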
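Test system: purified T. brucei MetRS enzyme. Also added: ATP, methionine and E. coli bulk tRNA substrates. Compound: 11.9 µM single point. Schedule: 15 min enzyme-compound preincubation, 2 h reaction, 10 min detection, 25 °C. Signal: luciferase luminescence of residual ATP, Kinase-Glo. Evaluation: percent inhibition versus plate control medians. Controls: DMSO wells, low control.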
Scp-1 inhibitor = Scp-1 phosphatase inhibitors, primary screen, biochemical, colorimetric, uHTS | Carboxy-terminal domain RNA polymerase II polypeptide A small phosphatase 1 (Homo … | Recombinant Scp1, phosphopeptide, malachite green phosphate absorbance | inhibition, % at 20 µM | 0.88% of 340,000 active | AID 493091, 2011;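 active means inhibition above about 50% at 20 µM, limit read from the data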;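 further: plate controls were DMSO wells with enzyme for no effect and wells lacking enzyme for full effect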
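Incubation: 45 min enzyme reaction at room temperature / System: truncated SCP-1 phosphatase (76-261aa) / Reagent: Phospho 17-mer peptide substrate / Buffer or medium: Acidic Tris acetate buffer with magnesium and detergent / Signal: absorbance at 630 nm / Doses: one concentration, 20 µM, with 1.0% DMSO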
DNMT1 block = human DNMT1 methyltransferase inhibitors, primary screen, biochemical, molecular beacon, fluorescence, HinP1I cleavage, uHTS; inhibition (reported as % activation of signal), % at 10 µM; AID 588458, 2011; 0.83% of 360,000 active; DNA (cytosine-5)-methyltransferase 1 (Homo sapiens), P26358; in the data active means inhibition above about 50%
STEP block = STEP phosphatase inhibitors, primary screen, biochemical, fluorescence intensity, uHTS; Tyrosine-protein phosphatase non-receptor type 5 (Homo sapiens), P54829; recombinant STEP, OMFP fluorogenic substrate; inhibition, % at 20 µM; 0.25% of 360,000 active; AID 588621, 2011;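 active means inhibition at 20 µM, scaled per plate between control wells, above about 37%, limit read from the data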;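 further: 0% = DMSO with enzyme and substrate and 100% = substrate only without enzyme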
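System: STEP (striatal-enriched tyrosine phosphatase) enzyme, cell-free; medium: Bis-Tris pH 6.0 buffer with DTT, detergent; dosing: 20 µM, 1% DMSO; times: reaction 20 min, ambient temperature; detection: fluorescence, 480/540 nm; read-out basis: normalized % inhibition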
E coli Lon inh = inhibitors of E. coli Lon protease, primary screen, biochemical, fluorescence polarization. 0.42% of 360,000 active. AID 602123, 2011. inhibition, % at 7.94 µM. P0A9M0. purified E. coli Lon protease; in the data active means inhibition above about 13%, passing the limit was not always enough;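 further: 0% = enzyme with probe and DMSO and 100% = no enzyme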
Target sequence (P0A9M0 whole entry, looked up): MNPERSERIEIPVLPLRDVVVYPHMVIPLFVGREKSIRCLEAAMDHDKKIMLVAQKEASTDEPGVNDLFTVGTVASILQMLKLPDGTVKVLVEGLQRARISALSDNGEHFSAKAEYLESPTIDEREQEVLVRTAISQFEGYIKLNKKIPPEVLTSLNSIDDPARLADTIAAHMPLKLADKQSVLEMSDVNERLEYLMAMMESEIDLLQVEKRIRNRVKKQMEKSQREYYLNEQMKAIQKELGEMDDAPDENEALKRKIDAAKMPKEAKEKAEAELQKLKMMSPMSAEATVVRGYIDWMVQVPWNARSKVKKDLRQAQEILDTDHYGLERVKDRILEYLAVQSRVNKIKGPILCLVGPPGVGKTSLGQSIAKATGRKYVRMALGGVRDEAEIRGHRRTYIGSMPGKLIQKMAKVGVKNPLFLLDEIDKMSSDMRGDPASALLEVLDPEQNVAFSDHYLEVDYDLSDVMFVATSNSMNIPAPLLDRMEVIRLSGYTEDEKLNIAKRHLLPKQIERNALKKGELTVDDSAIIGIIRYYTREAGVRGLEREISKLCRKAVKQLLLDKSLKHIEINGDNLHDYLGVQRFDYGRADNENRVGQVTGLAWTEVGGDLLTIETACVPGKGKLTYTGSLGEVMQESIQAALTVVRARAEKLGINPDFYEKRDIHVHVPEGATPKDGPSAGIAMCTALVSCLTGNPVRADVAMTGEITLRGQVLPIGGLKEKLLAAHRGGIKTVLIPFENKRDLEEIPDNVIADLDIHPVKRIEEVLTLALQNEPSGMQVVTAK
CendR NRP1 mod = modulators of CendR peptide binding to NRP-1, primary screen, biochemical, fluorescence polarization, uHTS. Neuropilin-1 (Homo sapiens), O14786. FAM-RPARPAR peptide binding to NRP-1. inhibition, % at 25 µM. 0.85% of 360,000 active. AID 602438, 2012;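 active means inhibition or corrected inhibition above about 18%, plus a signal ratio from 0.5 to 1.5, limit read from the data, passing the limit was not always enough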; further: strong numbers were not always called active
Numbers without * were called inactive; nt = not tested or not shown.

no.	molecule	MsrA inhibitor	SUMO1 PPI mod	bovine MsrA act	LMPTP block	Tb MetRS inh	Scp-1 inhibitor	DNMT1 block	STEP block	E coli Lon inh	CendR NRP1 mod
1	CC1CCN(CC(=O)NNC(=O)c2cccc(Br)c2)CC1	-1.2	2	-2	-0.8	-0.2	-4	3	-2	0	-2
2	CC(C)(C)NC(=O)/C=N/O	-0.4	-3	1	0.1	0.1	-5	1	-1	5	5
3	C=CCn1c(N)cc(=O)nc1SCC(=O)Nc1ccccc1C(N)=O	0.8	0	-3	0.2	-0.2	-6	0	0	5	5
4	CCOC(=O)c1sc(NC(=O)CN2C(=O)NC3(CCC(C)CC3)C2=O)c(C(=O)OCC)c1C (stereo unspecified)	-1.1	-23	-8	-0.9	-0.4	-5	33	0	-2	5
5	NC(=O)c1oc2ccc(Cl)cc2c1N	-0.2	-5	-2	-1.2	-0.1	-3	3	4	-1	-3
6	COCOc1ccc(-c2ncc(OC)nc2NC(=O)c2cc(C)oc2C)cc1	1.0	0	-3	-1.4	-0.1	nt	-1	-2	5	-14
7	COc1ccccc1C(=O)N1N=C(c2ccc(NS(C)(=O)=O)cc2)CC1c1cccs1 (stereo unspecified)	2.3	-12	-2	0.6	-0.1	5	1	7	-4	-15
8	CCCc1nc2cc(C)c(Br)c(C)n2c1Cc1ccsc1	1.3	3	-2	3.0	-0.7	nt	nt	nt	-2	5
9	Cc1n[nH]c(C)c1C(=O)CC1(O)C(=O)N(Cc2ccccc2)c2ccc(Br)cc21 (stereo unspecified)	1.1	2	-4	-0.9	-0.4	-7	-4	0	0	-12
10	Cc1ccc(Sc2ncccc2COC(=O)NC(C)C)cc1	0.8	-1	-2	-1.5	0.0	-5	-4	1	-1	1
11	Cc1ccc(NC(=O)C(c2ccccc2)N2CCN(C(=O)c3ccco3)CC2)cc1 (stereo unspecified)	-0.9	0	0	-0.4	-0.3	-6	-3	2	-5	0
12	O=C(NC(C(=O)c1ccccc1)n1ccc(=O)[nH]c1=O)c1ccccc1 (stereo unspecified)	0.7	-2	-2	-1.8	-0.7	-6	-4	2	-5	-4
13	COc1ccc(C2C(C(=O)c3cccs3)=C(O)C(=O)N2c2cccc(C)n2)cc1OC (stereo unspecified)	0.4	8	-4	-0.3	-0.8	-11	2	-2	6	-3
14	Cc1cc(C)c(NN=c2c(=O)c3ccccc3c2=O)c(C)c1	-0.3	-5	-4	-0.5	-0.5	-14	16	3	-15	2
15	O=C(CSc1ncccn1)NCc1ccccc1	0.9	4	1	-1.8	-0.5	-7	-1	2	-13	13
16	COc1cc(C(=O)Nc2cc(C)ccn2)cc(OC)c1OC	-0.8	-1	-2	-0.1	-0.2	-6	-5	2	9	-8
17	COc1ccc(/C=C2/SC(=O)N(CC(=O)NCCC(C)C)C2=O)cc1OC	0.9	-11	-3	-0.8	-0.5	-9	1	2	-2	-4
18	O=C(c1ccco1)N1CCN(S(=O)(=O)c2ccc(Cl)s2)CC1	-0.7	2	-1	0.8	-0.7	7	-4	2	15	4
19	Cc1nn(-c2ccccc2)c2c1C(c1cccnc1)N1C=C(S(=O)(=O)N3CCCCC3)C=CC1=N2 (stereo unspecified)	2.6	-18	-11	0.0	-1.2	-2	0	0	6	4
20	C[C@H](CO)N1C[C@H](C)[C@@H](CN(C)S(=O)(=O)c2ccc(Oc3ccccc3)cc2)OCc2cn(nn2)CCCC1=O	-0.4	5	-1	-0.3	-0.6	nt	2	1	2	16
21	CC1(C)CC(=O)C2=C(C1)Oc1ncn(CCCn3ccnc3)c(=N)c1C2c1ccccc1 (stereo unspecified)	-0.5	-3	-7	-0.5	-1.4	-8	1	0	5	6
22	CCCc1nc2oc3c(NCC4CCCO4)ncnc3c2c2c1COC(C)(C)C2 (stereo unspecified)	-0.1	2	-1	0.9	0.0	-11	11	-1	1	-7
23	O=C(COc1ccccc1)Nc1ccc(S(=O)(=O)N2CCCC2)cc1	0.7	7	0	-0.6	0.1	-12	-2	5	-5	-2
24	COC(=O)C12CCC(C)(c3nc4ccccc4nc31)C2(C)C (stereo unspecified)	0.5	1	-11	6.7	-1.6	-3	2	-1	0	5
25	CC(C)(C)C(=O)Nc1ccc(Oc2ccc3c(c2)C(=O)N(c2ccc(O)cc2)C3=O)cc1	0.0	24	-9	-3.0	0.1	-8	-5	1	6	3
26	CC1CCC(NC(=O)C2c3ccccc3C(=O)N2CCCN2CCOCC2)CC1 (stereo unspecified)	-0.5	3	-4	-3.9	0.0	-4	2	3	-3	-6
27	O=C(CN1C(=O)C2CC=CCC2C1=O)Nc1ccc(-c2nnc3n2CCCCC3)cc1 (stereo unspecified)	0.4	-1	2	0.1	-1.1	2	-3	0	-6	11
28	CCOCC(=O)Nc1cc(Cl)ccc1C	1.5	2	-3	-0.5	-0.6	-8	1	-1	-1	1
29	O=S1(=O)CCOC[C@H](CC2CCCCC2)N1Cc1cccc(Cl)c1	-0.1	2	2	2.3	0.2	-5	-9	2	11	1
30	Cc1ccc(S(=O)(=O)CCC(=O)OCC(=O)N2CCN(S(=O)(=O)c3ccc(Cl)cc3)CC2)cc1	0.3	-3	-2	0.4	0.0	-2	1	0	0	4
31	N=c1n(CCN2CCCCC2)c2ccccc2n1CC(O)c1ccc(Cl)c(Cl)c1 (stereo unspecified)	0.3	0	2	2.7	-0.2	2	2	2	-6	9
32	CCOC(=O)c1ccc(NC(=O)c2nc[nH]c2C(=O)NCc2ccccc2)cc1	0.1	5	-1	0.8	-0.2	-7	-12	0	-10	13
33	COc1ccc(C2SCC(C(=O)NCc3ccc(F)cc3)N2C(C)=O)cc1 (stereo unspecified)	0.6	1	0	-0.6	0.4	-9	7	0	-3	-4
34	O=C(CSc1ccccn1)Nc1ccc(Br)cn1	-0.4	2	-3	-0.2	-0.8	-5	4	-4	3	6
35	CC(C)(CNC(=O)COc1ccccc1Cc1ccccc1)N1CCOCC1	1.0	1	-4	-0.9	0.6	-9	0	-3	5	4
36	Cc1ccccc1OCC(O)Cn1c(=N)n(Cc2ccccc2)c2ccccc21 (stereo unspecified)	0.0	-7	-1	1.4	0.9	3	5	2	5	2
37	COC(=O)[C@H](C)NC(=O)NC(C)CCc1ccccc1 (stereo partly specified)	-1.8	-5	-1	-1.8	-0.1	-2	1	-3	2	1
38	COc1ccc(C(=O)CC2OC(=O)c3ccccc32)cc1OC (stereo unspecified)	1.0	-7	0	0.7	0.1	-13	-6	-2	1	-4
39	Cc1cc(N)n2nc(-c3ccccc3)cc2n1	-0.7	1	-3	1.7	-3.2	-6	2	-1	-6	1
40	O=C(N/N=C/c1cc(Br)c(Br)o1)c1ccc2c(c1)OCCO2	1.2	3	-6	35	0.2	84*	72*	10	-26	-38
41	CCCOC1CCCN(C(=O)CCc2nnc(-c3ccc4c(c3)OCO4)o2)C1 (stereo unspecified)	-0.8	-2	-8	-2.6	-0.5	-1	0	-1	-10	5
42	COc1ccc(Cn2c(C3CC3)nc3ccc(NC(=O)c4cccnc4)cc3c2=O)cc1	nt	13	0	1.2	-0.2	-1	-3	0	-5	32*
43	CCNC(=O)C1(C)CCCN(Cc2cccc3c(OC)cc(C(=O)OCC)cc23)C1 (stereo unspecified)	1.1	-3	-1	0.5	-0.2	nt	-3	4	6	-11
44	CCc1nnc2n1N=C(c1ccccc1)CS2	-1.4	0	-2	-1.5	-0.4	-10	0	-5	-3	-7
45	CCOC(=O)C(Cc1ccccc1)C(=O)Nc1cccc(C)c1 (stereo unspecified)	-0.8	1	-8	-1.5	-0.9	-3	4	1	-6	2
46	Cc1ccc(-n2nc(C)c3c2OC(N)=C(C#N)C3c2ccc(F)cc2)cc1 (stereo unspecified)	-0.9	3	-2	-0.2	-0.7	-4	-9	-2	-5	-2
47	COC(=O)Nc1ccc(S(=O)(=O)NCCCCCC(=O)O)cc1	1.0	-4	-3	0.3	0.6	-3	10	1	-1	6
48	COc1ccc(-n2c(C)c(C)c3c(N)ncnc32)cc1	-0.1	4	-3	0.4	-0.1	-8	0	1	7	-6

Compound profiles, as listed above. Order of values: MsrA inhibitor, SUMO1 PPI mod, bovine MsrA act, LMPTP block, Tb MetRS inh, Scp-1 inhibitor, DNMT1 block, STEP block, E coli Lon inh, CendR NRP1 mod
`CCOCC(=O)Nc1cc(Cl)ccc1C` as listed: 1.5, 2, -3, -0.5, -0.6, -8, 1, -1, -1, 1
`COc1ccc(Cn2c(C3CC3)nc3ccc(NC(=O)c4cccnc4)cc3c2=O)cc1` as listed: nt, 13, 0, 1.2, -0.2, -1, -3, 0, -5, 32*
`COCOc1ccc(-c2ncc(OC)nc2NC(=O)c2cc(C)oc2C)cc1` as listed: 1.0, 0, -3, -1.4, -0.1, nt, -1, -2, 5, -14
